DDE Tn7 FP inh – inhibitors of Tn7 peptide binding to fibrin DD(E), primary screen, biochemical, fluorescence polarization, human fibrin, Tn7 probe | 370,000 tested, 0.13% active | AID 720508, 2013 | FP displacement of FITC-Tn7 peptide from fibrin DD(E); 0% = median of compound wells per plate | inhibition, % at 8.3 µM;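 active means inhibition above the mean of compounds falling within the control limits plus 3 SD of them, cut at about 14% in these data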;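 further: 0% = plate median of compound wells and 100% = 10 µM Aha-Tn7 peptide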
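Assay system: human fibrin DD(E). Input: DD(E) 2 µM final. Medium: Tris buffer with calcium and detergent, pH 7.8. Compound dosing: single point at 8.3 µM. Timing: 10 min plus 3 h, room temperature. Technique: fluorescence polarization of the labelled Tn7 tracer. Read-out: percent inhibition. Replicates: singlicate testing.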
Tn6 DDE FP – inhibitors of Tn6 peptide binding to fibrin DD(E), primary screen, biochemical, fluorescence polarization, human fibrin, Tn6 probe. Fibrinogen beta chain (Homo sapiens), P02675. Fibrin DD(E) TRITC-Tn6 fluorescence polarization displacement. inhibition, % at 8.3 µM. 370,000 tested, 0.21% active. AID 720509, 2013;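 active means inhibition above a per-campaign cutoff: mean of compounds within control limits plus 3 SD, cut at about 15% in these data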;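 further: 0% = median of all compound wells on the plate and 100% = blocking peptide control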
ARFGAP1 inh – inhibitors of rat ARFGAP1 GAP activity, primary screen, biochemical, fluorescence polarization, GDP tracer; 360,000 tested, 0.26% active; Arfgap1-stimulated ARF1 GTP hydrolysis, GDP FP detection; AID 651572, 2012; inhibition, % at 16.5 µM; ADP-ribosylation factor GTPase-activating protein 1 (Rattus norvegicus), Q62848;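 active means inhibition above a per-plate limit, mean inhibition of low control wells plus 3 SD, cut at about 25% in these data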;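 further: 0% = DMSO wells with enzyme and 100% = wells lacking Arfgap1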
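system = rat Arfgap1 catalytic domain, aa 1-136 | technique = FP, GDP Alexa 633 tracer displaced from anti-GDP antibody, 620/688 nm | compound = one concentration, 16.5 µM, DMSO 1.26% | medium = HEPES-based buffer, pH 7.5 | timing = compound-enzyme preincubation 20 min, reaction 120 min, detection 60 min, 25 °C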
ADAM17 inh – ADAM17 inhibitors, primary screen, biochemical, QFRET; Disintegrin and metalloproteinase domain-containing protein 17 (Homo sapiens), P78536; AID 720648, 2013; inhibition, % at 6.95 µM; recombinant ADAM17, EDANS/DABCYL FRET peptide cleavage; 370,000 tested, 0.83% active;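 active means inhibition above the mean of compounds lying between control limits plus 3 SD, set per campaign, cut at about 8.5% in these data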;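 further: 0% = DMSO-only wells as the low control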
proKLK7 act – proKLK7 zymogen activators, primary screen, biochemical, fluorescence intensity. purified proKLK7, EDANS-DABCYL substrate fluorescence; 100% is mature enzyme control, 0% vehicle. AID 652039, 2013. activation, % at 7 µM. 370,000 tested, 0.9% active;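 active means activation above the mean of all tested compounds plus 3 SD, computed per campaign excluding outliers beyond control limits, cut at about 13% in these data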
LEDGF integ inh – blockers of LEDGF/p75-dependent integrase strand transfer – biochemical, TR-FRET, high throughput, primary screen | HIV-1 integrase (with human LEDGF/p75) | TR-FRET IN-LEDGF/p75 DNA integration, Eu/Cy5 | inhibition, % at 3.7 µM | 370,000 tested, 0.64% active;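 active means inhibition above the screen-wide mean plus 3 SD, cut at about 13% in these data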;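 further: signal is the Cy5 over europium emission ratio at 671 and 618 nm; 0% = plate median of compound wells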
ADAM10 inh – human ADAM10 inhibitors, primary screen, biochemical, QFRET, HTS. inhibition, % at 7 µM. AID 720582, 2013. 370,000 tested, 0.62% active. recombinant ADAM10, EDANS/DABCYL FRET peptide cleavage, 3 h. Disintegrin and metalloproteinase domain-containing protein 10 (Homo sapiens), O14672;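 active means inhibition above a per-campaign cutoff equal to the mean of compounds falling between control-based bounds plus 3 SD, cut at about 20% in these data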;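 further: 0% = DMSO wells while the 100% control is not disclosed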
Target sequence (O14672 214-748 limits assumed): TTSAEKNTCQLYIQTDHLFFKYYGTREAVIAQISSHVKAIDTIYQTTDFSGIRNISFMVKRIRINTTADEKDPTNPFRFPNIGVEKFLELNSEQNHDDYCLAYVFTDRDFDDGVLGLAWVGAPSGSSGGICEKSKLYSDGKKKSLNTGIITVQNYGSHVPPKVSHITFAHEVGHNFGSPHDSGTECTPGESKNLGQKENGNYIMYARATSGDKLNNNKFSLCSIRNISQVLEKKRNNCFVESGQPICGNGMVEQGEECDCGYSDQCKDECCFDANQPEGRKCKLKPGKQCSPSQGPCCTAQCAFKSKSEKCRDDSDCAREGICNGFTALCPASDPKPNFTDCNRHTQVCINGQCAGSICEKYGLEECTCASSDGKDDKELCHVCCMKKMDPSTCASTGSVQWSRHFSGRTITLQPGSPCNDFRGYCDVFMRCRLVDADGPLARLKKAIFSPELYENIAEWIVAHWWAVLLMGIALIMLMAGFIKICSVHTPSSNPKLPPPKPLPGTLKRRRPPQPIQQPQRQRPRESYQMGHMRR
PLCg1 inh – PLC-gamma1 enzyme inhibitors, primary screen, biochemical, fluorescence, purified enzyme; 1-phosphatidylinositol 4,5-bisphosphate phosphodiesterase gamma-1 (Homo sapiens), P19174; fluorogenic substrate; inhibition, % at 12.2 µM; 370,000 tested, 0.84% active; in the data active means inhibition above about 9.5%
ASAP1 GAP inh – inhibitors of human ASAP1 ArfGAP activity, primary screen, biochemical, fluorescence polarization; Arf-GAP with SH3 domain, ANK repeat and PH domain-containing protein 1 (Homo sapiens), …; ASAP1-stimulated ARF1 GTP hydrolysis, GDP FP detection; inhibition, % at 16.5 µM; 360,000 tested, 0.19% active; AID 624377, 2012; in the data active means inhibition above about 25%;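 further: 0% = vehicle with enzyme and substrate and 100% = no enzyme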
TDP2 absorb – human TDP2 enzyme inhibitors, primary screen, biochemical, epi absorbance, recombinant enzyme; inhibition, % at 12.8 µM; T5PNP hydrolysis, p-nitrophenol absorbance 415 nm; Tyrosyl-DNA phosphodiesterase 2 (Homo sapiens), O95551; AID 720702, 2013; 370,000 tested, 0.34% active;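 active means inhibition above the mean of all tested compounds plus 3 SD, set per campaign, cut at about 25% in these data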;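 further: 0% = DMSO with enzyme and 100% = buffer with substrate but no TDP2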
Target sequence (O95551 whole entry, looked up): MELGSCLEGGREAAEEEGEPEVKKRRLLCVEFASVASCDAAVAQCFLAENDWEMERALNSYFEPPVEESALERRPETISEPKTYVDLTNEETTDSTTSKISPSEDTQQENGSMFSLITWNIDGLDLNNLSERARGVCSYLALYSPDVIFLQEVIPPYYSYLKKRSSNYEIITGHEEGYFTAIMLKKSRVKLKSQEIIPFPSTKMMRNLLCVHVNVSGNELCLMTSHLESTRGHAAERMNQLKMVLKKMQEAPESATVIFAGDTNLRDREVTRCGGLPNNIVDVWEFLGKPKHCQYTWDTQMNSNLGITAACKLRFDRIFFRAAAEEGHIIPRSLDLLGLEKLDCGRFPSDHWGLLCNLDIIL
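System: recombinant human TDP2 / Amount: 120 nM TDP2 per well / Also added: 5 mM T5PNP chromogenic substrate / Doses: 12.8 µM single point, 1% DMSO / Incubation: 2 h at 37 °C / Detection: p-Nitrophenol epi absorbance / Evaluation: % inhibition relative to enzyme-containing and enzyme-free wells / Repeats: singlicate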
* hit, by the source's call; i = inactive; x = no result given. An unsorted share of the library; overall some 4.2% were active at least once.

Below each compound: DDE Tn7 FP inh, Tn6 DDE FP, ARFGAP1 inh, ADAM17 inh, proKLK7 act, LEDGF integ inh, ADAM10 inh, PLCg1 inh, ASAP1 GAP inh, TDP2 absorb
O=C(Nc1cccc(Cl)c1)NC1(C(=O)NCc2cccs2)CCCCC1
  -8, 2, 3, -1, -0.1, 2, 9, 0, -3, 4
COc1ccc(Cn2c(O)c(/C=C3/C=CC=N3)c(=O)[nH]c2=O)cc1
  -5, -5, -5, -3, 0.1, 3, -6, -1, 10, 4
COc1ccc(OC(=O)c2cnc3n(c2=O)CCS3)cc1
  -1, 7, 0, -3, 0.2, -1, -6, -3, -6, 2
O=C(Nc1ccccc1N1CCOCC1)c1cccc2ccccc12
  5, 0, -7, -1, -0.2, 0, 0, -1, -6, -1
COc1cccc(C(NC(C)=O)c2nc(-c3ccccc3C)cs2)c1 (configuration not stated)
  -6, -6, -2, -1, 0.4, 0, 1, -7, 0, 2
O=C(Nc1ccccc1C(=O)NCc1cccnc1)c1cccc([N+](=O)[O-])c1
  5, 10, -2, -3, 0.3, -4, 5, 1, 1, -8
COc1ccc2cc(S(=O)(=O)N3CCCC(C)C3)ccc2c1 (configuration not stated)
  -9, 3, 8, 5, 0.1, 3, -2, 4, 2, -5
O=C(COc1ccc(S(=O)(=O)N2CCOCC2)cc1)NCc1ccccn1
  -3, -6, 4, 0, 0.2, 4, 3, 3, 5, -6
COc1cc(NC(=O)C/C(C)=N/NC(=O)c2ccccn2)c(OC)cc1Cl
  2, 3, -6, 5, 0.2, 2, 11, 0, -12, -4
COc1cc(C(=O)NCCCN2CCCC2=O)cc(OC)c1OC
  -3, -6, 10, 0, -0.5, -1, 4, -3, -6, -8
O=C(Nc1ccc(S(=O)(=O)Nc2cnc3ccccc3n2)cc1)c1cc(F)c(F)cc1Cl
  2, -10, 15, -20, 0.0, -1, -59, -28, 8, 13
O=C(c1ccccc1)N1CCn2c1nc1ccccc12
  0, 3, 2, 1, 0.7, -3, -2, 1, -10, -4
Cc1nonc1OCCNc1ccc([N+](=O)[O-])cc1
  -3, -5, 1, -1, 0.5, -1, -2, 3, 7, -1
COc1ccc(CNS(=O)(=O)c2cc(Cl)ccc2N2CC[C@@H](O)C2)cc1
  -2, 4, 4, -1, -0.7, -1, -8, -2, 10, -10
CC1CCCCN1S(=O)(=O)c1ccc(S(=O)(=O)N(Cc2ccccc2)Cc2ccco2)cc1 (configuration not stated)
  -5, -1, 0, 16*, 0.1, 3, 15, 9, 3, -20
CCCN1C2CCCC1CC(NC(=O)c1cc(OC)c(OC)c(OC)c1)C2 (configuration not stated)
  2, 6, -2, 0, -0.5, 0, -2, -1, -11, 8
O=c1c2ccccc2nc(/C=C/c2ccc(Cl)cc2)n1CCO
  -1, -8, 2, 2, 2.1, -1, -6, -32, -3, 4
Oc1ccc(Cl)cc1C1=NNC(c2ccc(Cl)cc2)C1 (configuration not stated)
  3, 0, -6, -3, -0.6, 0, -9, -20, 3, 7
COc1ccccc1CNC(=O)COc1ccc(S(=O)(=O)N2CCCC2)cc1
  2, 0, 0, -3, 0.6, 2, 1, -2, 13, 13
CC(=O)N1CCN(C(=O)c2ccc3c(c2)S(=O)(=O)c2ccccc2C3=O)CC1
  9, 3, -5, -3, 0.6, 5, -3, 2, -6, 6
COc1ccc(N2CCN(S(=O)(=O)c3ccc(C(=O)NC4CCCC4)cc3)CC2)cc1
  4, -9, -4, -4, -0.3, 0, 15, 3, -3, -11
Cc1ccccc1OCCOC(=O)c1cc(S(=O)(=O)N2CCOCC2)ccc1C
  2, -2, -1, -4, 0.0, -3, -19, 3, -17, -2
CN(C)S(=O)(=O)c1cccc(-c2nnc(SCc3cc(Cl)cc4c3OCOC4)n2N)c1
  -2, 4, 3, 0, 0.4, 1, -4, -2, 6, 6
c1ccc(CSc2ccc(-c3ccccn3)nn2)nc1
  7, 3, -6, -1, 0.1, -5, 2, 2, -7, 4
CC1CCCN(C(=O)CSc2nnc(-c3ccncc3)n2C)C1 (configuration not stated)
  -5, -1, 0, -5, 0.5, 6, -10, -1, -12, -7
N#Cc1cc2c(nc1Cl)CCC2
  -1, 0, 4, -1, -0.1, 0, 2, 4, 11, 9
CCn1cc(C(=O)N2CCCCC2)c(=O)c2cc(S(=O)(=O)N3CCC(C)CC3)ccc21
  -4, 0, 1, -4, -0.2, -4, -3, 3, 1, 12
CC(=O)CC(C)(C)Nc1nc2cc([N+](=O)[O-])ccc2o1
  -2, 0, -3, -4, -0.2, -3, -8, -3, -8, -5
CCOC(=O)c1c(NC(=O)COC(=O)c2ccccn2)sc2c1CCC2
  3, -2, 5, -5, 0.6, 3, -16, -1, -12, 4
O=[N+]([O-])c1ccccc1Oc1ccc(C(F)(F)F)cn1
  2, -1, 8, -4, 0.7, -2, -1, -2, 1, -2
CN(CC(=O)Nc1ccccc1Cl)C(=O)c1ccc(COc2ccccc2)cc1
  2, 1, 8, -2, 0.6, -3, -9, -4, -5, -2
O=C(O)C1Cn2c(nc3c(c2=O)C2(CCCC2)Cc2ccccc2-3)S1 (configuration not stated)
  -5, 2, -6, -15, 1.0, 4, -40, -23, -13, -2
CCCN1C(=S)SC(C)(C)C1/[N+]([O-])=C/c1ccc(S(=O)(=O)NC)cc1 (configuration not stated)
  -4, 2, -2, -2, -0.2, 0, -5, 2, 0, -8
Cn1cnc([N+](=O)[O-])c1SCC(O)CCl (configuration not stated)
  -2, -2, 12, 0, -0.6, 5, 2, 3, -5, -10
O=C(Nc1ccon1)c1ccccc1F
  6, -5, 3, -8, -0.4, -3, -1, -2, 5, 5
O=C1COc2ccc(-c3n[nH]c(=O)c4ccccc34)cc2N1
  1, -3, -5, -3, -0.3, -3, 4, 0, -1, 5
COc1ccc(-c2cc(C(F)(F)F)nc(S(=O)(=O)CCCC(=O)Nc3cccc(O)c3)n2)cc1OC
  1, -2, -3, -8, 4.5, -1, -18, i, 1, 10
O=C1NC(=S)S/C1=C\c1cc(Cl)cc(Cl)c1O
  -12, 25*, -33, -1, -0.5, 10, -12, -278, -4, -5
CC1CCCC(C)N1C(=O)COC(=O)c1cc([N+](=O)[O-])ccc1N1CCOCC1 (configuration not stated)
  0, -11, -8, -4, -0.7, -1, -8, 4, -9, -6
CCN(CC)S(=O)(=O)c1ccc2c(c1)nc(CCC(=O)O)n2C
  -1, -7, 7, -3, 0.2, 3, 5, -4, 0, 7

2 entries picked at random from the list so far:
Below each compound: DDE Tn7 FP inh, Tn6 DDE FP, ARFGAP1 inh, ADAM17 inh, proKLK7 act, LEDGF integ inh, ADAM10 inh, PLCg1 inh, ASAP1 GAP inh, TDP2 absorb
COc1ccc(Cn2c(O)c(/C=C3/C=CC=N3)c(=O)[nH]c2=O)cc1
  -5, -5, -5, -3, 0.1, 3, -6, -1, 10, 4
Cc1ccccc1OCCOC(=O)c1cc(S(=O)(=O)N2CCOCC2)ccc1C
  2, -2, -1, -4, 0.0, -3, -19, 3, -17, -2

Next entries follow:
Below each compound: DDE Tn7 FP inh, Tn6 DDE FP, ARFGAP1 inh, ADAM17 inh, proKLK7 act, LEDGF integ inh, ADAM10 inh, PLCg1 inh, ASAP1 GAP inh, TDP2 absorb
O=c1[nH]c(=S)[nH]cc1Oc1ccc(Cl)cc1
  -3, 2, -10, -2, -0.3, 0, 4, -3, 5, 1
O=C(O)CCCNS(=O)(=O)c1ccc(Br)s1
  -8, 2, 6, 3, 0.3, 0, 6, 1, 4, -6
COc1ccc(OC)c(NC(=O)c2ccccc2SC)c1
  -2, 2, -9, -7, 0.9, -4, -6, -1, 2, 4
Cc1c(NC(=O)CSc2n[nH]c(-c3ccccc3)n2)c(=O)n(-c2ccccc2)n1C
  -4, 8, -1, -3, -0.1, 3, 5, 1, -10, 7
Cc1ccc(C2=CCN(C)C(=O)N2c2ccc([N+](=O)[O-])cc2)cc1
  4, 1, x, 2, -0.5, -3, 1, 3, x, -1
CCOC(=O)[C@@]12CCCC3=C1N(CCC3)C(=O)[C@H]2CC(=O)N1CCC(c2ccccc2)CC1
  -1, 1, x, 1, -0.1, 6, 3, 3, x, -3
CC1(C(=O)NS(=O)(=O)c2cccs2)CCN1C(=O)c1ccccc1 (configuration not stated)
  3, 6, 8, 4, 0.7, 2, -3, 3, 1, -4
Cn1c(N)c(N2CCCCC2)c(=O)n(CC(=O)Nc2cccc(C#N)c2)c1=O
  -3, 0, -2, 1, -0.8, 0, 2, 1, -2, -6
CC1CCN(S(=O)(=O)c2cc(Br)cc(C(=O)NC3=NCCS3)c2)CC1
  7, -3, 6, 0, -0.3, 8, -4, 0, 4, -12
